CCR6 antag: CCR6 (human) receptor antagonism; P51684; CHO-K1 CCR6 PathHunter beta-arrestin, luminescence, CCL20-stimulated; inhibition, % at 20 µM; 340,000 tested, 0.49% active; AID 493098;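 active = compounds whose inhibition of the agonist-driven luminescence signal at 20 µM reaches about 50%, limit read from the data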;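 also: cells stimulated with CCL20 at 14 nM final; plate controls were DMSO with CCL20 for no effect and DMSO without agonist for full effect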
Target sequence (P51684 whole entry, looked up): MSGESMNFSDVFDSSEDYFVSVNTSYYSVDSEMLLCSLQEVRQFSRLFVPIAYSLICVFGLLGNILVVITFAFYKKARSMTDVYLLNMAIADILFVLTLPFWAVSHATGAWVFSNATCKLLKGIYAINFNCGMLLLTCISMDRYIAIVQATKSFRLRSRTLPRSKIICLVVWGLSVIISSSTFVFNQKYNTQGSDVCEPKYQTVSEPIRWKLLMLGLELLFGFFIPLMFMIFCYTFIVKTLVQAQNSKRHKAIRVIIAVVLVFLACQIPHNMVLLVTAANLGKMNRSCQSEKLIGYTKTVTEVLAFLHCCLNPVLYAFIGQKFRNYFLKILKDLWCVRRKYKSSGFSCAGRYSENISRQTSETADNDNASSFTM
GRIN3A LBD mod: NR3A (human) ligand-binding domain modulation. 340,000 tested, 2.5% active. NR3A LBD differential scanning fluorimetry, Tm shift; 0% = protein alone, 100% = glycine-bound protein. AID 1259313. Tm shift relative to glycine control, % at 25 µM;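 active = melting temperature shift of at least 10% of the positive control shift, at one fixed dose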
A3A deaminase: inhibitors of human APOBEC3A DNA deaminase | P31941 | 330,000 tested, 0.41% active | recombinant A3A, FAM/TAMRA ssDNA deamination fluorescence | inhibition, % at 20 µM;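 active = at least 40% inhibition at 20 µM here, with at most 30% in a related deaminase screen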;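 also: plate controls were A3A with DMSO for no effect and wells lacking A3A enzyme for full effect; some results filed as inactive read as strong as hits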
Target sequence (P31941 whole entry, looked up): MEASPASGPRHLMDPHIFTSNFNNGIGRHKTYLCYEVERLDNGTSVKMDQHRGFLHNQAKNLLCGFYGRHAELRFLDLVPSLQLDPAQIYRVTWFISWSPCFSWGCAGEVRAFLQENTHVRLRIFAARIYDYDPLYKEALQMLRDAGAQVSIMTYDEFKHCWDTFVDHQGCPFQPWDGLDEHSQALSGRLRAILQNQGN
EBI2 antag: blocks human EBI2 receptor beta-arrestin signaling | EBI2 beta-arrestin recruitment, luminescence, 7a,25-OHC stimulated | inhibition, % at 5 µM | 360,000 tested, 0.81% active | AID 651636; in the data active = inhibition above about 38%;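 also: enzyme fragment complementation signal reports receptor beta-arrestin coupling in cells; 0% = agonist plus DMSO wells and 100% = wells without agonist; some results beyond the cut were filed as inactive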
Target sequence (P32249 whole entry, looked up, the tested form may be a part): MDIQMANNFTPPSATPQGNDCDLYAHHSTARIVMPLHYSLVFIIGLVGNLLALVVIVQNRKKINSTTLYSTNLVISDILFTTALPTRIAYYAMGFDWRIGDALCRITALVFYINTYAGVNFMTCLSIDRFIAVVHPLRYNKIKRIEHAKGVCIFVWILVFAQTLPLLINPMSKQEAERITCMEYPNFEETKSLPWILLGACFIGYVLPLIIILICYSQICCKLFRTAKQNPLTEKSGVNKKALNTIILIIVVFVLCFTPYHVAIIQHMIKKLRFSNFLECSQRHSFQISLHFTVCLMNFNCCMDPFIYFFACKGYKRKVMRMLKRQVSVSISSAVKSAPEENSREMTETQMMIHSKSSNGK
CXCR6 block: inhibitors of human CXCR6 receptor; CHO-K1 PathHunter CXCR6 beta-arrestin, luminescence; inhibition, % at 20 µM; 360,000 tested, 0.36% active; AID 602244; in the data active = inhibition above about 34%, passing the limit was not always enough;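 also: antagonist mode with CXCL16 agonist at 10 nM final; 0% = 10 nM CXCL16 with DMSO and 100% = unstimulated wells without agonist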
A3G deaminase: APOBEC3G (human) deaminase inhibition. AID 493012. inhibition, % at 20 µM. 330,000 tested, 0.28% active. recombinant A3G, ssDNA deamination FAM/TAMRA fluorescence. Q9HC16;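 active = inhibition of at least 40% at 20 µM, with no more than 30% in the related APOBEC3A deaminase screen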;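 also: plate controls were DMSO wells with A3G for no effect and wells lacking A3G enzyme for full effect; some compounds called inactive have numbers as strong as hits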
Gli-Sufu block: blocks Gli-Sufu signaling in a luciferase reporter; Sufu-KO-LIGHT fibroblasts, Gli luciferase reporter luminescence; inhibition, % at 5 µM; 340,000 tested, 0.74% active;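 active = inhibition above about 55%, limit read from the data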;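 also: 0% = DMSO-treated cells and 100% = wells with medium but no cells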
MPTP inh: blocks calcium-induced mitochondrial swelling; isolated mouse mitochondria, Ca2+ swelling absorbance, 30 min; inhibition, % at 10 µM; 360,000 tested, 1.4% active; AID 602449;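 active = inhibition of 50% or more, scaled per plate between neutral and stimulator controls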;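 also: 0% = DMSO wells given calcium and 100% = 1 mM EGTA wells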
* hit, by the source's call; nt = no result given.

SMILES	CCR6 antag	GRIN3A LBD mod	A3A deaminase	EBI2 antag	CXCR6 block	A3G deaminase	Gli-Sufu block	MPTP inh
Cc1ccccc1NC(=S)NCc1cccn1C	7	-2	-10	-8	5	-8	25	2.0
CCCN(CCC)CCNC(=O)C1c2ccccc2C(=O)N(CCOC)C1c1ccc(F)cc1 (centres undefined)	-9	1	2	-4	8	1	4	-2.1
O=c1nc(N2CCOCC2)nc2n1CCO2	-9	0	-5	11	0	-8	1	-0.7
COc1ccc(/C=N/NC(=O)c2cc3c(OC)ccc(OC)c3[nH]2)cc1O	2	-5	-1	-25	-9	-3	23	0.8
COc1ccc(/C(C)=N/Nc2nc3ccccc3nc2C)cc1	9	0	4	0	-11	-3	-12	9.5
O=C(NCCSc1c[nH]c2ccccc12)c1c(F)cccc1F	-11	-3	-2	-7	-5	-10	-3	-2.7
COc1ccc(C[C@H]2CN3C(=NC[C@H]3C)N2CCNC(=O)CCC2CCCCC2)cc1	21	-1	-2	3	5	-7	19	0.7
CC(C)=C1C2CCC1C1C(=O)N(CCc3ccccc3)C(=O)C21 (centres undefined)	20	2	-1	8	0	-7	6	-0.7
COc1ccc(NC(=O)N(Cc2cc3ccc(OC)cc3[nH]c2=O)CC2CCCO2)cc1 (centres undefined)	0	-4	-1	3	-4	-2	3	-1.7
Cc1cccc(C(C(=O)NC2CCCC2)N(Cc2cccnc2)C(=O)c2csnn2)c1 (centres undefined)	8	-2	-4	-12	6	-9	-9	-1.3
COc1ccc(NC(=O)N2CCCC(c3nc(-c4ccc(C(C)C)cc4)no3)C2)cc1 (centres undefined)	4	-8	1	72*	10	2	32	6.5
COc1cc(OC)cc(-c2c(-c3ccc(F)cc3)c3cc(-c4ccc(SC)cc4)ccc3n2C)c1	-1	1	5	0	6	-2	-6	0.3
COCCn1nnnc1C(c1cc2ccc(OC)cc2[nH]c1=O)N1CCc2ccccc2C1 (centres undefined)	10	-3	5	-4	-2	31	5	-0.2
CN(Cc1ccccc1)C(=C(Cl)Cl)/C(=C1/NCCN1C)[N+](=O)[O-]	14	0	-3	-10	-7	-4	nt	0.6
CCCCNC(=O)CCn1ccc2cc(S(=O)(=O)N3CCCC3)ccc21	-6	1	-3	-3	-10	-4	4	-0.4

The final 2 records of the section before are carried over, then new ones follow.
SMILES	CCR6 antag	GRIN3A LBD mod	A3A deaminase	EBI2 antag	CXCR6 block	A3G deaminase	Gli-Sufu block	MPTP inh
CN(Cc1ccccc1)C(=C(Cl)Cl)/C(=C1/NCCN1C)[N+](=O)[O-]	14	0	-3	-10	-7	-4	nt	0.6
CCCCNC(=O)CCn1ccc2cc(S(=O)(=O)N3CCCC3)ccc21	-6	1	-3	-3	-10	-4	4	-0.4
CC(C)=CC[N+]1(C)CCCCC1	12	-2	-3	-15	-8	-2	-8	0.2
Cc1cc(C)n2nc(SCC(=O)Nc3ccc(S(=O)(=O)N(C)C)cc3)nc2n1	10	2	-2	7	0	-7	-8	0.9
CCCCSc1nc2c([nH]1)c(=O)n(C)c(=S)n2C	5	-3	nt	10	0	nt	18	5.9
O=C(COc1ccccc1)Nc1nc2cc3c(cc2s1)OCO3	22	14*	-5	1	5	-3	-2	1.6
COc1ccc(-c2c(C)oc3c(CN4CCCC(C)C4)c(O)ccc3c2=O)cc1OC (centres undefined)	1	-1	-2	-5	0	-10	-19	0.3
CCOC(=O)N1CCC(NC(=O)c2oc3c(C)c(C)ccc3c2C)CC1	1	-1	-4	7	6	-2	-2	-1.5
COc1ccc(OC)c2nc(-c3ccncc3)ccc12	-9	-2	3	2	-12	-2	37	0.2
NC(=NCCc1ccccc1)NS(=O)(=O)c1ccc(F)cc1	-21	0	-3	-4	-8	-3	-7	2.5
Cc1cc(Cl)nc(-c2ccccc2)n1	11	-1	8	-4	-4	-8	-5	1.0
CCc1nc2ccccc2c(C(=O)OC2CCCCC2=O)c1C (centres undefined)	9	1	5	-10	4	1	10	-1.1
CCCCCCCC[n+]1cccc(C(=O)N2c3c(nc(N)[nH]c3=O)NC(C)C2C)c1 (centres undefined)	10	-4	66*	-12	-9	16	3	6.0
O=C(CNc1cc(S(=O)(=O)N2CCOCC2)ccc1NCC1CCCO1)Nc1ccc(F)c(F)c1 (centres undefined)	3	0	0	-1	-8	2	-6	0.8
O=C(C1CCCN(S(=O)(=O)c2cc(Cl)ccc2Cl)C1)N1CCOCC1 (centres undefined)	4	0	-1	-18	-6	-11	1	2.0
CN(O)C(=S)c1ccccc1	96*	-4	nt	43*	73*	nt	83*	1.1
O=C(NCc1ccccc1)N(Cc1cc2cc3c(cc2[nH]c1=O)OCO3)CC1CCCO1 (centres undefined)	-5	-2	-1	-1	5	-5	5	-4.7
COC(=O)Cn1c(C)c(/C=C/c2cc[n+](C)cc2)c2ccccc21	9	-1	80	-5	5	31	7	2.8
CCOc1ccccc1N	-4	4	-5	6	-1	-14	11	-1.2
Cc1nnc(N/N=C/c2c[nH]c3ccccc23)[nH]c1=O	1	25*	23	-19	0	3	3	0.7
O=C(CSCCO)Nc1ccccc1	0	0	0	-18	4	0	2	0.2
CN(C(=O)c1ccc(OC2CCN(CCc3ccccc3)CC2)cc1)C1CCCCC1	-1	0	4	17	9	-9	25	-2.8
COc1ccccc1C(=O)NC(=O)Nc1nc(-c2ccccc2)cc(C(F)(F)F)n1	6	-10	-1	5	-4	-4	4	2.4
NC(=O)C1(N2CCCCC2)CCN(C(=O)c2ccc(C#CC3(O)CCCCC3)cc2)CC1	-19	-1	-1	1	8	-3	-10	-3.5
COc1ccc(NC(=O)CCNC(=O)Cn2ccc3ccccc3c2=O)c(OC)c1	-3	1	2	0	-8	3	5	0.4
Cc1ccc(NC(=S)N(CCN(C)C)C(C)c2cccnc2)c(C)c1 (centres undefined)	-7	1	-2	5	4	-8	5	2.6
Cc1cc(=O)oc2c(C(=O)c3ccccc3)c(OCC(N)=O)ccc12	-7	0	0	-3	2	-7	5	0.0
O=C(NC1CCCC1)C1CCCN1C(=O)Nc1ccc(Cl)cc1 (centres undefined)	-20	-1	1	-3	-6	0	1	-1.4
CCC(=O)N1c2ccc(S(=O)(=O)N3CCN(C)CC3)cc2CC1C (centres undefined)	-1	-1	3	-7	-5	6	9	0.4
O=C(NNc1cc(Cl)ccc1Cl)c1c(F)cccc1Cl	13	5	-1	12	5	-11	2	2.9
O=C(c1cc(COc2ccc3ncccc3c2)on1)N1CCCC1	10	7	-1	-10	-6	-2	36	52*
COc1ccc(C(C)C)cc1S(=O)(=O)N1CCC(C(=O)NCc2cccnc2)CC1	-7	0	-4	-16	8	-10	-5	-1.8
COc1ccc(CN(C)C(=O)c2cccc(C(=O)N(C)Cc3ccc(OC)cc3)c2)cc1	8	-1	-7	6	-2	-9	6	-0.2
CCOC(=O)N1CCC(NC(=O)Cn2cccc2C(=O)c2ccccc2)CC1	9	0	4	-14	7	0	-5	1.0
Cc1ccc(S(=O)(=O)NCc2ccco2)cc1C(N)=O	-19	-1	1	-6	4	-3	0	-1.6
NS(=O)(=O)OCCCc1ccc(C(F)(F)F)cc1	1	-2	-4	0	1	-11	-5	1.4
COc1cccc(/C=C2\CCCCC2=O)c1	19	0	-2	-7	-7	-6	-11	-0.3
COc1ccccc1N1CCN(C(=O)c2ccc(NS(=O)(=O)c3ccc(C)cc3)cc2)CC1	8	0	-1	-11	-5	-3	11	0.3
CCCCn1c(N)c(N(CC(C)C)C(=O)c2oc3ccc(OC)cc3c2C)c(=O)[nH]c1=O	8	2	3	-7	1	12	-1	0.0
CN(C)C(CNC(=O)CCc1nc2cc(Cl)ccc2n(Cc2ccccc2)c1=O)c1ccccc1 (centres undefined)	21	-3	3	7	12	-5	21	4.9
CCOc1ccc(S(=O)(=O)N2Cc3ccccc3CC2C(=O)O)cc1 (centres undefined)	3	-1	-8	-2	-6	-5	0	1.1
CCc1nc(SCC(N)=O)c2c(=O)n(C)c(=O)n(C)c2n1	-4	0	-4	-10	5	-4	2	0.5
Cc1nc2ccccn2c(=O)c1NC(=O)c1cccs1	0	3	-2	-2	-3	-9	-12	0.7
O=[N+]([O-])c1cc(Br)c(O)c(/C=N/Nc2nnnn2-c2cccc3ccccc23)c1	33	4	-2	20	34	-7	-3	56*
CCCCn1nnc(NC(=O)COc2cc(C)ccc2C(C)C)n1	-6	3	-2	-6	2	-5	-76	-0.9
Cc1occc1-c1nnc(SCC(=O)O)n1-c1ccccc1	-1	0	-5	7	6	-3	-4	1.9
O=C(CNS(=O)(=O)c1ccccc1F)OCC(=O)c1c[nH]c2ccccc12	-2	7	-7	-4	-12	-9	0	-0.2

Part of the list above, with two lines to a compound:
Values run as follows: CCR6 antag | GRIN3A LBD mod | A3A deaminase | EBI2 antag | CXCR6 block | A3G deaminase | Gli-Sufu block | MPTP inh
CN(O)C(=S)c1ccccc1
 : 96* | -4 | nt | 43* | 73* | nt | 83* | 1.1
CN(Cc1ccccc1)C(=C(Cl)Cl)/C(=C1/NCCN1C)[N+](=O)[O-]
 : 14 | 0 | -3 | -10 | -7 | -4 | nt | 0.6
CCCCNC(=O)CCn1ccc2cc(S(=O)(=O)N3CCCC3)ccc21
 : -6 | 1 | -3 | -3 | -10 | -4 | 4 | -0.4

Other entries.
SMILES	CCR6 antag	GRIN3A LBD mod	A3A deaminase	EBI2 antag	CXCR6 block	A3G deaminase	Gli-Sufu block	MPTP inh
C[C@@H](OC(=O)c1[nH]cnc1C(=O)N1CCN(C(=O)OC(C)(C)C)CC1)c1ccccc1	4	-3	-1	-10	3	-7	2	5.0
C=CCOc1cccc(C(=O)N2CCC(CCC(=O)NC3CC3)CC2)c1	13	16*	-3	2	10	-4	-37	-1.1
CCCCCN(C(=O)CCC(=O)OCCOc1ccc(OC)cc1)c1c(N)n(CCCC)c(=O)[nH]c1=O	-8	1	-4	2	-2	-6	10	-1.3
CS(=O)(=O)N1CCC(C(=O)Nc2ccc(Cl)c(Cl)c2)CC1	4	-5	-5	14	-4	-9	9	0.0
CCOP(=O)(OCC)c1nc(-c2ccc(Br)cc2)oc1N1CCCCC1	15	-2	-2	1	5	-4	5	1.4
CNC(=O)/C(=C\c1cccc(Oc2ccccc2)c1)NC(=O)c1ccccc1	12	1	0	-5	5	-3	-2	-5.7
COc1cc(NS(=O)(=O)c2ccc(F)cc2)c(C(=O)O)cc1OC	12	12*	3	5	8	-2	2	0.6
Cc1ccc(NC(=O)C2CCCN(c3ncccn3)C2)cc1F (centres undefined)	-4	2	-2	4	-3	-7	-74	-1.7
COc1ccccc1N1CCN(C(=O)CCCCCn2c(=O)[nH]c3ccsc3c2=O)CC1	-3	0	0	-8	-7	-4	-4	1.7
Cc1cccc(N(C2C=CS(=O)(=O)C2)S(=O)(=O)c2ccccc2)c1 (centres undefined)	12	-1	1	2	-1	0	3	-2.6
CCS(=O)(=O)N1CCC(C(=O)NCc2ccccc2OC)CC1	8	-2	-2	-1	1	3	-5	-0.4
COc1ccc(C)cc1NC(=O)c1ccc(NS(=O)(=O)c2c(C)noc2C)cc1	7	6	1	5	-5	-1	-4	-1.7
O=C(O)c1ccccc1N=Nc1c(O)[nH]c2ccc([N+](=O)[O-])cc12	39	27*	14	11	28	-5	6	2.3
CCOC(=O)c1c(C)[nH]c(C)c1C(=O)COC(=O)Cc1ccc(OC)c(OC)c1	14	-2	-2	-6	3	-6	3	1.4
NCCCC[C@@H]1NC(=O)c2cc([N+](=O)[O-])cc(I)c2SC[C@@H](C(N)=O)NC(=O)[C@H](Cc2ccc(O)cc2)NC1=O	-7	-6	8	-13	-4	2	-5	-2.2
CCCC(C)NC(=O)/C=C/c1cccc([N+](=O)[O-])c1 (centres undefined)	-1	-2	-3	4	-8	-7	-3	-0.1
O=C(NNC(=O)c1cc(OCC(F)(F)F)ccc1OCC(F)(F)F)c1cccc(C(F)(F)F)c1	-11	-25	1	-3	-1	-2	2	-2.2
Cc1ccccc1N1CCN(C2CCCN(C(=O)c3ccc(Cl)s3)C2)CC1 (centres undefined)	20	11*	-3	11	3	-11	26	-0.2
O=C(/C=C/c1c(F)cccc1Cl)N1CCOCC1	4	3	-2	4	-10	-5	-23	-2.6
